Screening data from PubChem.
OX1R antag-1 = OX1R (HCRTR1) antagonists, primary screen, fluorescence, CHO/OX1R cells, Fluo-8 calcium, orexin A; Orexin/Hypocretin receptor type 1 (Homo sapiens), O43613; Fluo-8 calcium fluorescence; inhibition, % at 5 µM; actives 0.43% (n = 330,000); AID 434989, 2010;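 active = inhibition above its plate's threshold, mean inhibition of all tested compounds on the plate plus 3 SD, cut at about 37% in these data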;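 note: 0% = orexin A challenge wells and 100% = SB-334867-A antagonist wells; not every result past the cut was called active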
Target sequence (O43613 whole entry, looked up): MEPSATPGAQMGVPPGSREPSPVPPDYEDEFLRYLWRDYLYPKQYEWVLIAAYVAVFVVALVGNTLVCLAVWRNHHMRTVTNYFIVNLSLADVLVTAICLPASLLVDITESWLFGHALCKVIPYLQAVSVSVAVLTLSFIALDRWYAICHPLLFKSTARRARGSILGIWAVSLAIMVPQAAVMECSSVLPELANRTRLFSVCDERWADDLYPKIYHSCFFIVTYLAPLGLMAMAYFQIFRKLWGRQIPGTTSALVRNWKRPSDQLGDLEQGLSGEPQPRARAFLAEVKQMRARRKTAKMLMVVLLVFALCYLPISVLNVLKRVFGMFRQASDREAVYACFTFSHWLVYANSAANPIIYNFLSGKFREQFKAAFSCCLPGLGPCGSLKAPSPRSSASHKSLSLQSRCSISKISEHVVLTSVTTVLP
OX1R antag-2 = antagonists of human orexin 1 receptor (OX1R); Orexin/Hypocretin receptor type 1 (Homo sapiens), O43613; OX1R-expressing cells, FRET antagonist read-out; inhibition, % at 6.6 µM; actives 1.8% (n = 330,000); AID 485270, 2010; in the data active = inhibition mostly above about 38%, no sharp cut-off; inactive = mostly below about 40%;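 note: 0% = agonist challenge alone and 100% = reference antagonist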
* = called active by the depositor.

Compound | OX1R antag-1 | OX1R antag-2
COc1cc(NC(=S)NC(=O)c2c(OC)cccc2OC)ccc1NC(=O)c1cccs1 | -19 | 16
O=C(NCc1cccs1)C1CCCN1C(=O)Nc1ccc(F)cc1 (centres undefined) | -7 | 15
O=C(Oc1ccc2c3c(c(=O)oc2c1)CCC3)c1ccccc1[N+](=O)[O-] | -6 | 17
O=C(Nc1cnccn1)c1ccc(Cl)cc1 | 4 | -14
CCc1ccc(C(=O)COC(=O)c2cncc(Br)c2)cc1 | -22 | 18
COc1ccc2cc(C)c3nnc(SCC(=O)Nc4cc(OC)c(OC)cc4C(=O)O)n3c2c1 | -1 | 10
N#CCSc1nc2c(cc1C#N)CCCC2 | -22 | 14
CCOC(=O)Cc1c(C)nc2c(-c3ccc(Cl)cc3)cnn2c1C | -34 | 22
Cc1nn(Cc2cccc(C(=O)O)c2)c(C)c1[N+](=O)[O-] | -7 | 6
CCC1CCCCN1C(=S)Nc1ccc(S(=O)(=O)Nc2ncccn2)cc1 (centres undefined) | 2 | 12
CN1C2CCC1CC(NC(=O)CSc1ccc(Cl)cc1)C2 (centres undefined) | -15 | 4
COc1ccc(-c2ccc(SC)nn2)cc1 | -29 | 25
Cc1ccc(CSCC2Nc3ccc(C(=O)N4CCN(c5ccc(F)cc5)CC4)cc3NC2=O)cc1 (centres undefined) | -15 | 12
O=S1(=O)CCN=C2SC3=C(CCCC3)N21 | -8 | 2
N=c1ccn(Cc2ccc(Cl)cc2)cc1 | -7 | 7
COCC(=O)n1nc(-c2ccccc2)nc1NCc1ccc(N(C)C)cc1 | -18 | 9
O=C(Nc1ccccc1)/C(=C\c1ccc2c(c1)OCO2)NC(=O)c1ccco1 | -11 | 24
COc1cccc(C(=O)NCCN2C(=O)S/C(=C/c3cccs3)C2=O)c1OC | -30 | 23
COc1ccc(S(=O)(=O)NCC(c2cccnc2)N2CCN(Cc3ccccc3)CC2)cc1 (centres undefined) | -21 | 21
O=C(NCc1ccco1)C1CCN(c2nc3ccccc3n2Cc2ccc(F)cc2)CC1 | -15 | 8
CCOc1ccccc1CN1CCNC(=O)C1CC(=O)NC1CCCCC1 (centres undefined) | -15 | 17
O=C(CSc1nnc(NC(=O)c2ccc(F)cc2)s1)NC1CC1 | 2 | 18
CN(c1ccccc1)S(=O)(=O)c1ccc(Cl)c(C(=O)OCC(=O)NCc2ccco2)c1 | -24 | 33
O=C(CN1CCN(c2nc(-c3ccccc3)cs2)CC1)NNC(=O)c1ccco1 | -9 | 4
O=C(Nc1cccnc1)Nc1ccc(Br)cc1Cl | -23 | 19
Cc1cccc(C)c1Nc1c(-c2ccc(N3CCOCC3)cc2)nc2cnccn12 | -15 | 5
O=C(O)CNC(=O)CCN1C(=O)c2ccccc2C1=O | 7 | 6
COC(=O)c1ccccc1NC(=O)c1ccc2nccnc2c1 | -17 | 21
COc1ccc(CN(C)CC2CCCN(CCc3ccccc3C)C2)cc1O (centres undefined) | -33 | 3
COC(CNC(=O)CNC(=S)N(Cc1ccccc1)Cc1cccnc1)OC | -19 | 18
COc1cc(NC(=O)C2CC(c3c(F)cccc3Cl)=NO2)cc(OC)c1OC (centres undefined) | 0 | 41
COc1ccccc1N1CCN(C(=O)COc2cc(C)cc3oc(=O)cc(C)c23)CC1 | -24 | 4
COc1ccc(CNC(=O)c2ccccc2SC)cc1 | -7 | 25
Cc1ccc(-c2nn3c(C)nnc3c3ccccc23)cc1S(=O)(=O)NCc1ccco1 | -13 | 19
COc1ccc(C2CC(=O)C=C(NCc3ccc4c(c3)OCO4)C2)cc1 (centres undefined) | -4 | 3
COc1ccccc1C(=O)Nc1ccc2c(c1)CCCN2C(=O)c1cccs1 | -19 | 5
COc1ccc(NC(=S)NCCCN2CCN(C3CCCCC3)CC2)cc1 | -11 | 9
CCCOc1ccc(CNC(=O)Cn2ncc3ccccc32)cc1 | -16 | 12
COc1ccc(Br)cc1/C=N/NC(=O)c1ccco1 | -34 | -1
CC(=O)c1ccc(NC(=O)C2CCCNC2=O)cc1 (centres undefined) | -5 | 6
CCOC(=O)c1sc(NC(=O)OC)c(C(=O)OC)c1C | 4 | 0
CCCN1CCN(C(=O)Nc2ccc(C(=O)OCC)cc2)CC1 | -4 | 2
CC1(C)Oc2cc(N)c([N+](=O)[O-])cc2O1 | -10 | 43
O=C(CNC(=O)c1ccccc1F)OC(C(=O)Nc1cc(C(F)(F)F)ccc1Cl)c1ccccc1 (centres undefined) | -29 | 8
CCn1c(-c2ccccc2Cl)nn(CC(=O)Nc2ccccc2OC)c1=S | -11 | 33
CCC(C)N1CC(C(=O)NC2CCCCC2)CC1=O (centres undefined) | -10 | 12
COc1cccc(-n2cc(C(=O)NC(C)C)c3ccccc3c2=O)c1 | -8 | 3
O=C(C1CCC(CNc2c(N3CCCCC3)c(=O)c2=O)CC1)N1CCN(C2CCCCC2)CC1 (centres undefined) | 7 | 13
COc1cc(C(=O)NCCC2=CCCCC2)ccc1OC1CCN(C(C)=O)CC1 | -16 | 14
COc1ccc(-c2oc3ccc(-c4cc(OC)c(OC)c(OC)c4)cc3c2C#Cc2ccsc2)cc1 | -20 | 19
CSCCC(NC(=O)c1ccccc1Cl)C(=O)N1CC(C)OC(C)C1 (centres undefined) | -7 | 0
CN1CCN(C(=O)c2cccn(Cc3cccc(Cl)c3)c2=O)CC1 | -10 | 2
C/C(Cc1nnn(-c2cc(C)on2)n1)=N\O | -5 | 4
Cc1cccc(N(Cc2ccccc2)C(=O)CN2C(=O)NC3(CCCCC3C)C2=O)c1 (centres undefined) | -32 | 11
COc1cccc(NCc2nnc(SCC(=O)N(C)C3CCS(=O)(=O)C3)n2C2CCCCC2)c1 (centres undefined) | -11 | 23
CCOC(=O)N1CCN(S(=O)(=O)c2cccc3ccc(C)nc23)CC1 | -37 | 8
O=C(CC1C(=O)NCCN1C(=O)Nc1ccc(C(F)(F)F)cc1)Nc1ccc(F)cc1 (centres undefined) | -14 | 2
O=C(NCc1nnc(SCc2ccc(F)cc2)n1-c1ccccc1)C12CC3CC(CC(C3)C1)C2 | -36 | 13
CC(C)c1cc(-c2cc(-c3ccc(Cl)cc3)on2)nc(NCC2CC2)n1 | -18 | 20
Cc1cccc(NC(=O)C2CCCCN2S(=O)(=O)c2ccccc2)c1C (centres undefined) | 5 | 33*

The results go on.
Compound | OX1R antag-1 | OX1R antag-2
Cc1ccc(C)c(C(=O)CSc2n[nH]c(-c3ccncc3)n2)c1 | -26 | 18
CC(=O)c1sc(NC(=O)c2ccc(COc3ccccc3Cl)o2)nc1C | -11 | 6
Cc1ccc(-c2nnc(SCC(=O)n3c4c(c5ccccc53)CCCC4)o2)cc1 | -16 | 15
Cc1ccccc1CC(=O)Nc1ccc2c(c1)CCC2 | -15 | 9
CC(=O)C1=C(O)C(=O)N(Cc2cccnc2)C1c1ccccc1Cl (centres undefined) | -12 | 6
CC(O)/C=C/c1cccc[n+]1C (centres undefined) | -14 | 12
O=C(Cc1ccc(Cl)cc1)NNC(=O)c1ccco1 | 2 | 19
O=c1ccc(N=Nc2ccccc2)ccc1O | 2 | 4
Cc1ccc(C)c(NC2=C(Cl)C(=O)OC2OC(C)C)c1 (centres undefined) | -3 | 13
Cc1ccc(CCC(=O)Nc2ccc(S(N)(=O)=O)cc2)o1 | -7 | 8
CC[C@H](C)[C@H](NC(N)=O)C(=O)OCC(=O)NCc1ccc(Cl)cc1 | -11 | 6
C=CC[C@H](CC(=O)N(CCO)Cc1ccccc1)C(=O)N[C@H](COC(=O)[C@@H](CC=C)Cc1ccc(F)cc1)C(C)(C)C | -8 | 9
Cc1ccc(S(=O)(=O)c2ccc(Oc3ccccc3)cc2)cc1 | 8 | 19
COc1cc(/C=C(/C#N)c2nc3ccccc3[nH]2)ccc1OCC(=O)Nc1ccccc1C(C)C | -29 | 13
CCOC(=O)c1c(C)[nH]c(C(=O)N2CCC(C(=O)OCC)CC2)c1C | -21 | 18
O=S(=O)(NCC(c1ccco1)N1CCCCC1)c1cccc(C(F)(F)F)c1 (centres undefined) | -9 | 8
O=C(O)CC1(CC(=O)Nc2ccc3c(c2)C(=O)OC3)CCCCC1 | -5 | 14
CCC(=O)Nc1cccc(-c2nnc(SCC(=O)c3ccccc3)n2C)c1 | -25 | 10
Cc1ccc(N(C)C(=O)N2CCN(S(=O)(=O)c3ccc4ccccc4c3)CC2)cc1 | -20 | 1
CCN(CC)c1ccc(C(=O)NNC(=O)C2CSC3(C)CCC(=O)N23)cc1 (centres undefined) | -8 | -6
COc1ccc(C)c2sc(NC(=O)CCS(=O)(=O)c3ccccc3)nc12 | -3 | 45
CC(=O)O[C@H]1C(=O)[C@@]2(C)C([C@H](OC(=O)c3ccccc3)[C@]3(O)C[C@H](OC(=O)[C@H](O)[C@@H](NC(=O)c4ccccc4)c4ccccc4)C(C)=C1C3(C)C)[C@]1(OC(C)=O)CO[C@@H]1C[C@H]2O (some centres undefined) | -11 | 12
COc1ccc(C(=O)COC(=O)c2ccc(NC(=O)c3ccccc3)cc2)cc1 | -17 | 13
O=C(Nc1ccc(Br)cc1)C1C2C=CC3(O2)C1C(=O)N(CCN1CCCCC1)C3C(=O)NC1CCCCC1 (centres undefined) | -3 | 8
COc1ccc(CNC(=O)CCCOc2cc(=O)n(C)c3ccccc23)cc1 | -14 | 12
O=c1c2c(-c3ccccc3)csc2ncn1/N=C/c1c2ccccc2cc2ccccc12 | -21 | 16
COc1cc(/C=N/NC(=O)c2cc[n+]([O-])cc2)cc(OC)c1OC | -4 | 20
Cc1oc(=O)c(NC(=O)c2ccccc2)cc1C(C)O (centres undefined) | -7 | 10
CC(=O)N1CCN(S(=O)(=O)c2ccc(Cl)cc2F)CC1 | 6 | 11
O=C(O)CCCC(=O)Nc1cccc(-c2nc3ccccc3[nH]2)c1 | -5 | 8

2 of the compounds above, with two lines to a compound.
The line under a structure holds: OX1R antag-1	OX1R antag-2
> Cc1ccc(-c2nn3c(C)nnc3c3ccccc23)cc1S(=O)(=O)NCc1ccco1
  -13	19
> COc1ccc(C2CC(=O)C=C(NCc3ccc4c(c3)OCO4)C2)cc1 (centres undefined)
  -4	3

(cont.)
Compound | OX1R antag-1 | OX1R antag-2
O=C1CSC(c2ccncc2)N1Cc1ccccc1 (centres undefined) | -21 | 22
CN(Cc1ccccc1)C(=O)c1ccc(NC(=O)c2ccccc2)cc1 | -5 | 18
O=S(=O)(c1ccc2c(c1)OCCO2)N1CCN(c2cccc(Cl)c2)CC1 | 16 | 14
O=C(c1ccco1)N1CCN(S(=O)(=O)c2ccc(Br)s2)CC1 | -22 | 12
O=C(Nc1nc2ccccc2s1)C1CCN(S(=O)(=O)c2cc([N+](=O)[O-])ccc2Cl)CC1 | 51* | 84*
CC(C)(C)c1ccc(C(CC(=O)O)NS(=O)(=O)Cc2ccccc2)cc1 (centres undefined) | -16 | 9
Cc1cc2cc(NC(=O)c3ccco3)ccc2[nH]1 | 4 | 11
C/C(Cl)=C/Cn1c(=O)c2c(nc(Br)n2Cc2ccccc2)n(C)c1=O | -43 | 22
S=c1nc(-c2ccc(Cl)cc2)[nH][nH]1 | -10 | 2
O=C(Oc1ccc(C(=S)N2CCOCC2)cc1)c1cccc(Cl)c1 | -8 | 5
CC(C)(C)NC(=O)C(c1ccc(O)cc1)N(Cc1ccccc1)C(=O)CCC(=O)Nc1nccs1 (centres undefined) | -19 | 22
Cc1cc(OCC(=O)N(Cc2cccs2)C2CCS(=O)(=O)C2)ccc1Cl (centres undefined) | -31 | 3
COc1ccc(F)cc1S(=O)(=O)Nc1cc2c3c(c1)CCN3C(=O)CC2 | -5 | 21
O=C(O)/C=C/C(=O)N(CC1CCCO1)C1CC(=O)N(c2c(Cl)cccc2Cl)C1=O (centres undefined) | -13 | 17
CC(/C=C/c1ccco1)=N\NC(=O)c1cccc(Cl)c1 | -13 | 36
COCCNC(=O)CN(C(=O)Cn1nnc2ccccc21)c1cc(C)cc(C)c1 | -16 | 2
O=c1[nH]c(N/N=C/c2ccc(O)cc2)nc2ccccc12 | -20 | 13
Cc1nnc(NC(=O)CSc2nccn2Cc2ccc(F)cc2)s1 | 2 | 24
CN(Cc1ccccc1)C(=O)c1ccc(NC(=O)C2=CSCCO2)cc1 | -18 | 5

By substructure, those above containing an aryl thioether with sulfur outside any ring
Compound | OX1R antag-1 | OX1R antag-2
COc1ccc2cc(C)c3nnc(SCC(=O)Nc4cc(OC)c(OC)cc4C(=O)O)n3c2c1 | -1 | 10
N#CCSc1nc2c(cc1C#N)CCCC2 | -22 | 14
CN1C2CCC1CC(NC(=O)CSc1ccc(Cl)cc1)C2 (centres undefined) | -15 | 4
COc1ccc(-c2ccc(SC)nn2)cc1 | -29 | 25
O=C(CSc1nnc(NC(=O)c2ccc(F)cc2)s1)NC1CC1 | 2 | 18
COc1ccc(CNC(=O)c2ccccc2SC)cc1 | -7 | 25
COc1cccc(NCc2nnc(SCC(=O)N(C)C3CCS(=O)(=O)C3)n2C2CCCCC2)c1 (centres undefined) | -11 | 23
O=C(NCc1nnc(SCc2ccc(F)cc2)n1-c1ccccc1)C12CC3CC(CC(C3)C1)C2 | -36 | 13
Cc1ccc(C)c(C(=O)CSc2n[nH]c(-c3ccncc3)n2)c1 | -26 | 18
Cc1ccc(-c2nnc(SCC(=O)n3c4c(c5ccccc53)CCCC4)o2)cc1 | -16 | 15
CCC(=O)Nc1cccc(-c2nnc(SCC(=O)c3ccccc3)n2C)c1 | -25 | 10
Cc1nnc(NC(=O)CSc2nccn2Cc2ccc(F)cc2)s1 | 2 | 24
